SKKanGAS inh – blocks kanamycin growth of S. pyogenes SKKanGAS strain. 1.3% of 300,000 active. inhibition, % at 7.5 µM. AID 1662. BacTiter-Glo, 6 h;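 active = mean replicate score, as percent of positive control median, at least 50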;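 also: strain carries kanamycin resistance gene driven by streptokinase promoter and grows in 40 µg/ml kanamycin; loss of luminescence reflects streptokinase promoter inhibition or plain growth inhibition; 0% = median of DMSO wells and 100% = positive control at its reference dose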
TRPC6 act – mouse TRPC6 channel activation | Q61143 | B-score at 10 µM | 0.13% of 310,000 active | HEK293-TRPC6 membrane potential dye fluorescence; active compounds read high;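 active = B-score of the integrated fluorescence ratio above library mean plus 3 SD, and starting fluorescence ratio within library mean plus 5 SD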;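 also: higher score means more depolarization so channel activation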
HIF activator – HIF pathway transcriptional activation. U2OS HRE-luciferase reporter, luminescence; normalized: DMSO 0%, desferrioxamine 100%. activation, % at 7.5 µM (by protocol). 0.32% of 300,000 active. AID 1910;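 active = mean activation of at least 10% of the iron chelator positive control signal, with at least half of replicates also reaching 10%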
MrgX1 agonist – activates human MrgX1 receptor signaling; Q96LB2; AID 588627; 0.44% of 310,000 active; MrgX1-HEK293 cells, Fluo-4 calcium fluorescence, agonist mode; active compounds read high; B-score at 10 µM;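 active = calcium response B-score plate-corrected fluorescence ratio at least 3 library SD, with starting fluorescence B-score inside 5 SD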
Target sequence (Q96LB2 whole entry, looked up): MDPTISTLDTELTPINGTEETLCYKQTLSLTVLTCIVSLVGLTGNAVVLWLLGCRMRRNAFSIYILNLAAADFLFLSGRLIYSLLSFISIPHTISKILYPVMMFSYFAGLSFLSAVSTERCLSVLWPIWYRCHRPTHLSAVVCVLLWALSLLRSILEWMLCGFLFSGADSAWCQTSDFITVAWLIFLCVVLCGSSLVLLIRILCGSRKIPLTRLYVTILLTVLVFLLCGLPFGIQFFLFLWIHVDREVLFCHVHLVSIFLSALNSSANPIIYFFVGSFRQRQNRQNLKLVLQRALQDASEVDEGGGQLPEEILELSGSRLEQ
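Test system: Stable human MrgX1 HEK293 cell line | Schedule: Overnight plating before 1 h dye loading | Read-out basis: Baseline-normalised fluorescence change ratio, B-scored | Detection: Kinetic calcium dye fluorescence, Fluo-4 NW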
RGS4 act – RGS4 potentiation or activation; B-score at 10 µM; 0.92% of 310,000 active; HEK293 M3R/inducible RGS4, carbachol calcium flux Fluo4; active compounds read low;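 active = B-score of the integrated calcium signal more than 4 SD below the library mean, with starting fluorescence not abnormally high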;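 also: negative B-score means reduced calcium response which marks RGS4 activation or potentiation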
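System – HEK293 FlpIn-TREx cells, stable M3R, doxycycline-inducible RGS4 · Reagent – ECmax carbachol challenge · Times – compound preincubation 20 min at room temperature before agonist · Technique – Fluo4 fluorescence kinetic imaging of calcium · Measure – B score of integrated Fluo4 ratio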
MrgX1 allo act – human MrgX1 positive allosteric modulation, primary screen; Q96LB2; MrgX1-HEK293, Fluo-4 calcium flux, FDSS; active compounds read high; B-score at 10 µM; 0.63% of 310,000 active;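 active = plate-corrected calcium response at least 3 library SD above typical, normal starting fluorescence, not activating the receptor alone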;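 also: compound read alongside a low EC10 to EC30 dose of BAM8-22 agonist; peak minus trough fluorescence over baseline measured at the second addition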
TRPC6 inh – inhibitors of mouse TRPC6 channel | Q61143 | HEK293-TRPC6, membrane potential dye, ACh-evoked depolarization; active compounds read low | B-score at 10 µM | 1.1% of 310,000 active | AID 2553;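 active = B-score under library mean minus 3 SD, initial fluorescence not abnormally high, positive integrated signal ratio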;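 also: B-score derived from integrated fluorescence ratio over the kinetic read; more negative B-score means stronger inhibition of depolarization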
Platelet DG rel – platelet dense granule release activity; 0.22% of 300,000 active; AID 1663; inhibition, %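 (compounds screened at 7.5 µM in platelet-rich plasma)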; human platelet-rich plasma, SFLLRN dense granule ATP release, luminescence;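 active = mean replicate score, as percent of positive control, at or above 50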
TRPC4 block – blocks the mouse TRPC4 cation channel | Q9QUQ5 | HEK293 TRPC4beta/mu-opioid, DAMGO-evoked Fluo4 calcium flux; active compounds read low | B-score at 10 µM | 0.39% of 300,000 active;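 active = B-score over 3 SD under the library average, no early fluorescence shift, positive overall ratio signal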
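Material: HEK293 cells with stable TRPC4beta plus mu-opioid receptor expression / Probe or stimulus: DAMGO in two steps, submaximal then maximal / Compound: single concentration per test compound / Technique: kinetic Fluo4 fluorescence imaging of calcium influx / Read-out: per-well B score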
RGS4 inh – inhibitors of human RGS4 | B-score at 10 µM | P49798 | 0.45% of 310,000 active | HEK293 M3R/RGS4 inducible, Fluo-4 calcium flux; active compounds read high; triggered by carbachol at its EC20;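 active = B-score, a plate-corrected calcium signal, over three deviations above library mean, with baseline fluorescence within five deviations of library mean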;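 also: RGS4 expression induced by doxycycline in cells with stable M3 receptor; B-score is computed from the integrated fluorescence ratio over baseline after carbachol; higher B-score means a larger calcium signal and so more RGS4 inhibition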
Target sequence (P49798 whole entry, looked up): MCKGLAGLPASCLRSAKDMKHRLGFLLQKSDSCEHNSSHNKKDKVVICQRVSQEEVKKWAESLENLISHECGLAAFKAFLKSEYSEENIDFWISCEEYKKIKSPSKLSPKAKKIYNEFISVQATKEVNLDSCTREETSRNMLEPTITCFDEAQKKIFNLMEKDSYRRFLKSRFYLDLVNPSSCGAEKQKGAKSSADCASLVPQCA
MrgX1 antag – antagonists of human MrgX1 receptor; B-score at 10 µM; MRGX1-HEK293 calcium flux, Fluo-4, BAM8-22 antagonism; active compounds read low; 1.3% of 310,000 active;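 active = calcium-response B-score plate-corrected more than 3 library SD below zero, starting fluorescence within 5 deviations, no agonist response on first addition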;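 also: peak minus trough fluorescence over baseline after final BAM8-22 challenge near maximal dose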
The depositor's hits bear a star; i = inactive.

Values run as follows: SKKanGAS inh, TRPC6 act, HIF activator, MrgX1 agonist, RGS4 act, MrgX1 allo act, TRPC6 inh, Platelet DG rel, TRPC4 block, RGS4 inh, MrgX1 antag
COc1ccc(C(=O)n2nc(C)cc2C)cc1Br
→ 6, i, 0.0, i, i, i, i, 1, i, i, i
CCn1c(SCC(=O)NC2CCCC2)nc2c1c(=O)n(C)c(=O)n2C
→ 2, i, 0.2, i, i, i, i, -4, i, i, i
COc1cccc(NC2=C(C#N)C(=O)NC(c3cccc(OC)c3O)S2)c1 (centres undefined)
→ 4, i, -1.4, i, i, i, i, -2, i, i, i
COc1cccc(C(=O)Nc2ccc3c(c2)OCO3)c1OC
→ 0, i, 2.6, i, i, i, i, -1, i, i, i
COc1ccccc1NS(=O)(=O)c1cccc(C(=O)NNC(=O)C(NC(N)=O)C(C)C)c1 (centres undefined)
→ -9, i, -0.2, i, i, i, i, -2, i, i, i
Cc1c(NC(=O)CSc2nnnn2Cc2ccccc2)c(=O)n(-c2ccccc2)n1C
→ -2, i, -0.5, i, i, i, i, 4, i, i, i
COc1ccc(CCN(Cc2cc3cc(C)ccc3[nH]c2=O)C(=O)N2CCCC2)cc1OC
→ 1, i, -1.1, i, i, i, i, -2, i, i, i
Nc1nc(SCc2c(F)cccc2Cl)[nH]c(=O)c1-c1ccccc1
→ 3, i, 0.2, i, i, i, i, -5, i, i, i
O=C(Nc1cccc(NC(=O)c2cccs2)c1)c1ccc([N+](=O)[O-])o1
→ 59*, i, 1.1, i, i, i, i, 17, i, i, i
Cc1ccc(-n2nc(C)c3onc(C)c3c2=O)cc1
→ -1, i, -0.2, i, i, i, i, 5, i, i, i
COc1ccc(Br)cc1CNC(=O)CCC(=O)N1CCSc2ccccc21
→ -5, i, -0.7, i, i, i, i, 11, i, i, i
Cc1cc(C)[n+](-c2ccc(F)cc2)c2[nH]c(=O)[nH]c(=O)c12
→ -3, i, -0.4, i, i, i, i, 7, i, i, i
COC(=O)CNC(=O)c1ccc(=O)oc1
→ -5, i, -0.1, i, i, i, i, -8, i, i, i
CCCCn1c(N)c(N(CC(C)C)C(=O)c2cccc(S(=O)(=O)N3CCN(C(C)=O)CC3)c2)c(=O)[nH]c1=O
→ -1, i, 0.1, i, i, i, i, 1, i, i, i
CCn1nc(C)c(CN2CCC(n3nccc3NC(=O)CCCc3ccccc3)CC2)c1C
→ -8, i, -0.1, i, i, i, i, 3, i, i, i
COc1cccc(-c2cc(C(=O)Nc3ccn(Cc4ccc(C)cc4)n3)no2)c1
→ 4, i, -0.2, i, i, i, i, 1, i, i, i
COc1ccc(S(=O)(=O)NC(C)C)cc1C(=O)N1CCOCC1
→ 5, i, -0.4, i, i, i, i, -2, i, i, i
O=C(Cn1nnc(N2CCCC2)n1)N/N=C/c1ccc(Cl)cc1
→ -3, i, 0.2, i, i, i, i, -5, i, i, i
Cc1nn(-c2ccccc2)c(Cl)c1/C=N/Nc1ccc(S(=O)(=O)Nc2ccccc2C(=O)O)cc1[N+](=O)[O-]
→ 119*, i, -0.2, i, i, i, i, -2, -6*, i, i
CCOC(=O)c1cnc2ccc(C)cn2c1=O
→ -5, i, 0.3, i, i, i, i, -4, i, i, i
O=C(COC(=O)c1cc2ccccc2o1)c1ccccc1
→ 3, i, -0.2, i, i, i, i, -4, i, i, i
Cc1ccc(C(=O)CN2C(=O)C(C)Oc3ccccc32)cc1 (centres undefined)
→ -3, i, 1.9, i, i, i, i, -3, i, i, i
Cc1c(C(=O)Nc2nc3ccccc3[nH]2)cccc1[N+](=O)[O-]
→ 9, i, 1.7, i, i, i, i, 5, i, i, i
NC(=O)c1cc(N)ccc1N1CCCC1
→ -2, i, -1.3, i, i, i, i, -1, i, i, i
C=CCc1ccccc1OCC(O)Cn1ccnc1C (centres undefined)
→ -4, i, 0.3, i, i, i, i, 0, i, i, i
Cc1cccc(C(=O)NNC2=CC(=O)CC(C)(C)C2)c1O
→ 7, i, -0.4, i, i, i, i, 2, i, i, i
COc1ccc(C(C(=O)NC2CCCC2)N(C(=O)Cc2cccs2)C2CC2)cc1OC (centres undefined)
→ -1, i, 0.2, i, i, i, i, 0, i, i, i
COC(=O)c1ccc(N=NNc2ccccc2)cc1
→ 4, i, 2.3, i, i, i, i, 2, i, i, i
CCCn1nc(Oc2nc(N(C)C)nc(N(C)C)n2)ccc1=O
→ -15, i, -0.2, i, i, i, i, -9, i, i, i
COc1ccc(-n2nc(C(=O)NCC(=O)N3CCOCC3)c3ccccc3c2=O)cc1OC
→ 7, i, 0.0, i, i, i, i, 2, i, i, i

(cont.)
Values run as follows: SKKanGAS inh, TRPC6 act, HIF activator, MrgX1 agonist, RGS4 act, MrgX1 allo act, TRPC6 inh, Platelet DG rel, TRPC4 block, RGS4 inh, MrgX1 antag
CCOC(=O)N1CCC(NC(=O)C2CCN(S(=O)(=O)c3cnc[nH]3)CC2)CC1
→ 5, i, 1.1, i, i, i, i, -4, i, i, i
C=CCOc1ccc2c(OC)c3ccoc3nc2c1OC
→ -10, 16*, 2.8, i, i, i, -11*, -2, i, i, i
O=C(CC1OC(=O)c2ccccc21)NC1CCCCC1 (centres undefined)
→ 3, i, 0.3, i, i, i, i, -3, i, i, i
COC(=O)c1ccc2c(c1)C(=O)/C(=C/c1ccc(O)cc1)O2
→ -2, i, 1.5, i, i, i, i, -3, i, i, -5.3*
CS(=O)(=O)Nc1ccc(C2=NN(S(C)(=O)=O)C(c3ccccc3)C2)cc1 (centres undefined)
→ -5, i, 0.5, i, i, i, i, -2, i, i, i
c1ccc2c(c1)nc1n2CCN1CCNC1CCCCC1
→ 5, i, -0.3, i, i, i, i, -24, i, i, i
Cc1onc(-c2c(F)cccc2Cl)c1C(=O)Nc1sc2c(c1C(N)=O)CCC2
→ -1, i, 1.4, i, i, i, i, -5, i, i, i
Cc1nc(Nc2ccc(Cl)cc2Cl)sc1C(=O)Nc1ccccc1
→ -16, i, -0.2, i, i, i, i, -7, i, i, i
COc1ccc2[nH]c3c(=O)n(CCCCC(=O)NCCC(C)C)c(=S)[nH]c3c2c1
→ -1, i, 0.2, i, i, i, i, 8, i, i, i
O=C(CCC(=O)Nc1ccccc1)NCCO
→ -4, i, -0.2, i, i, i, i, 8, i, i, i
O=C(OCC(=O)c1ccco1)c1ccc2ncsc2c1
→ -2, i, -0.2, i, i, i, i, -5, i, i, i
CCOc1cc(NC(=O)c2ccccn2)c(OCC)cc1NC(=O)c1cccc(C)c1
→ 5, i, -0.1, i, i, i, i, -7, i, i, i
Cc1cccc(C)c1OCc1nnc(SCC(=O)NCCc2ccccc2)o1
→ -13, i, -0.1, i, i, i, i, -5, i, i, i
O=C(NCc1n[nH]c(=S)n1-c1cccc(Cl)c1)c1ccc(S(=O)(=O)N2CCCC2)cc1
→ 1, i, -0.8, i, i, i, i, -5, i, i, i
O=C(C1CCCN1S(=O)(=O)c1cccc2nsnc12)N1CCCCCC1 (centres undefined)
→ -6, i, -0.2, i, i, i, i, -4, i, i, i
Cc1cc(F)ccc1S(=O)(=O)NCC1CC2CCC1C2 (centres undefined)
→ 3, i, -2.0, i, i, i, i, 1, i, i, i
Cc1cccc(CCNC(=O)CCS(=O)(=O)c2ccc(Br)cc2)c1
→ 6, i, -0.3, i, i, i, i, 0, i, i, i
OC1(c2ccc(F)cc2)CCN(Cc2nnnn2Cc2cccs2)CC1
→ -5, i, 0.1, i, i, i, i, -3, i, i, i
O=C(CCc1ccccc1)Nc1cc2c3c(c1)CC(=O)N3CCC2
→ 0, i, 2.3, i, i, i, i, 2, i, i, i
CCN(CC(=O)NCc1ccc(Cl)cc1)C(=O)CN1C(=O)NC(C)(c2ccccc2)C1=O (centres undefined)
→ 7, i, 0.0, i, i, i, i, 10, i, i, i
COc1ccc(OC)c(/C=C/c2c([N+](=O)[O-])c(=O)n(C)c(=O)n2C)c1
→ 9, i, -0.1, i, i, i, i, -8, i, i, i
COc1ccc(Nc2ccc(Cl)cc2)c(C(=O)O)c1
→ 3, i, 0.3, i, i, i, i, -15, i, i, i
CCOC(=O)c1cnc(SCc2ccc(C(C)(C)C)cc2)nc1N
→ 6, i, 0.2, i, i, i, i, -2, i, i, i
O=C(O)C(Cc1c[nH]c2ccccc12)N1C(=O)C2C3c4ccccc4C(c4ccccc43)[C@@H]2C1=O (some centres undefined)
→ 3, i, 0.0, i, i, i, i, 7, i, i, i
Cc1ccc(-c2cc(-c3ccccc3)nc(Cl)n2)cc1
→ -7, i, 0.5, i, i, i, i, -10, i, i, i
CC(C)(C)c1ccc(C(=O)Nc2ccc3c(c2)C(=O)NC3=O)cc1
→ -5, i, -0.4, i, i, i, i, 2, i, i, i
Nc1ccc(C(=O)O)cc1S(=O)(=O)O
→ 2, i, -0.6, i, i, i, i, 3, i, i, i
CS(=O)(=O)N(CC(=O)Nc1ccccc1Br)Cc1ccccc1
→ 1, i, -0.8, i, i, i, i, -4, i, i, i
O=C(NCc1ccco1)Nc1ccc2snnc2c1
→ 3, i, 0.1, i, i, i, i, 0, i, i, i
Cc1ccnc(NC(=O)c2cccc3ccccc23)c1
→ 10, i, 1.7, i, i, i, i, 6, i, i, i
CN(c1ccccc1)c1nc(N2CCCC2)nc(-n2ccnc2)n1
→ 52*, i, -1.3, 48*, i, i, i, 3, i, i, i
CC1=NN(C(=O)c2ccccc2F)C(O)(c2ccc(Cl)cc2)C1 (centres undefined)
→ 5, i, 2.6, i, i, i, i, 1, i, i, i
COC(=O)c1ccc(NS(=O)(=O)c2ccccc2)o1
→ -5, i, -0.5, i, i, i, i, 1, i, i, i

An excerpt from above in order of molecular weight, smallest number first:
Values run as follows: SKKanGAS inh, TRPC6 act, HIF activator, MrgX1 agonist, RGS4 act, MrgX1 allo act, TRPC6 inh, Platelet DG rel, TRPC4 block, RGS4 inh, MrgX1 antag
COC(=O)c1ccc2c(c1)C(=O)/C(=C/c1ccc(O)cc1)O2
→ -2, i, 1.5, i, i, i, i, -3, i, i, -5.3*
Cc1cccc(C)c1OCc1nnc(SCC(=O)NCCc2ccccc2)o1
→ -13, i, -0.1, i, i, i, i, -5, i, i, i
CCN(CC(=O)NCc1ccc(Cl)cc1)C(=O)CN1C(=O)NC(C)(c2ccccc2)C1=O (centres undefined)
→ 7, i, 0.0, i, i, i, i, 10, i, i, i

This is a random part of the collection; 6.1% or so of the library scored in one or more.
